Assay outcomes (PubChem BioAssay)
APE1 inh = qHTS Assay for Inhibitors of the Human Apurinic/apyrimidinic Endonuclease 1 (APE1) | recombinant APE1, TAMRA/BHQ-2 abasic DNA cleavage fluorescence | Potency, µM (highest dose often 65.8 µM), for the others: at the top dose activity change, negative = inhibition, hits mostly inhibitors | 0.35% of 350,000 active | AID 2517, 2012;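 further: potency means the concentration at half of the fitted maximal effect; plate controls were vehicle for no effect and reference inhibitor for full effect; nearly all actives have a fitted effect of over 55% in size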
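Incision of a quenched TAMRA/BHQ-2 THF abasic-site duplex (50 nM) by 0.75 nM APE1, after 15 min compound preincubation, measured as fluorescence increase over three 60 s reads. Values normalized to buffer, DMSO and NSC13755 control wells.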
Pol iota inh = qHTS for Inhibitors of Polymerase Iota; 1% of 390,000 active; Potency, µM (doses to about 115 µM), inactives show top-dose activity, negative = inhibition, most hits filed as inhibitors; Pol iota fluorescent replication assay, 10 min; DNA polymerase iota (Homo sapiens), Q9UNA4; further: potency means the concentration at half of the fitted maximal effect
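Pol iota at 10 nM preincubated 15 min with compounds at room temperature; reaction started with fluorescent substrate, 50 nM final. Fluorescence read kinetically at 0 and 10 min; buffer-only wells as negative control.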
POLH inh = qHTS for Inhibitors of Polymerase Eta | AID 588591, 2011 | Potency, µM (titrated, usually from 114 µM), for the others: at the top dose activity change, negative = inhibition, most hits filed as inhibitors | 1.2% of 390,000 active | recombinant Pol eta, fluorescent DNA replication assay | DNA polymerase eta (Homo sapiens), Q9Y253; further: potency means the concentration at half of the fitted maximal effect; on the % scale 0 is the no-effect control and ±100 the full control effect
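Fluorescent replication assay: 50 nM final substrate added after a 15 min room-temperature compound preincubation with 10 nM enzyme. Signal taken at 0 min and again at 10 min.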
Tb PGK inh = qHTS Assay to Find Inhibitors of Phosphoglycerate Kinase | Phosphoglycerate kinase, glycosomal (Trypanosoma brucei brucei), P07378 | PGK/GAPDH coupled, Kinase-Glo luminescence, 60 min | Potency, µM (titrated, usually from 57.5 µM), for inactives: at the top dose activity change, negative = inhibition, hits mostly inhibitors | 0.043% of 380,000 active | AID 602233, 2012; further: potency means the concentration at half of the fitted maximal effect; on the % scale 0 is the no-effect control and ±100 the full control effect; nearly all actives have a fitted effect of over 60% in size
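Luminescent ATP detection (Kinase-Glo Plus) follows a 60-minute room-temperature incubation, with wells lacking PGK as controls. Buffer: 100 mM TEA (pH 7.6), 5 mM MgCl2, 0.01% Tween-20. Coupling enzyme GAPDH (100 nM final) supplies unstable 1,3-BPG in-well.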
BLM helicase inh = qHTS Assay for Inhibitors of Bloom's syndrome helicase (BLM). 0.2% of 350,000 active. AID 2528, 2010. RecQ-like DNA helicase BLM (Homo sapiens), P54132. Potency, µM (titrated, usually from 56.1 µM), for inactives: top-dose activity change, negative = inhibition, most hits filed as inhibitors. recombinant BLM DNA unwinding, fluorescence dequenching;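 further: potency means the concentration at half of the fitted maximal effect; plate controls were vehicle for no effect and no enzyme for full effect; nearly all actives have a fitted effect of over 35% in size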
Apoferritin bind = qHTS Assay for Identification of Novel General Anesthetics | Ferritin light chain (Equus caballus), P02791 | apoferritin/1-aminoanthracene competitive binding, fluorescence | Potency, µM (titrated, usually from 77.5 µM), without a hit: top-dose activity change, negative = displacement, most hits filed as inhibitors | 0.074% of 350,000 active; further: potency means the concentration at half of the fitted maximal effect; on the % scale 0 is the no-effect control and ±100 the full control effect; nearly all actives have a fitted effect of over 20% in size
Target sequence (P02791 2-175 limits assumed): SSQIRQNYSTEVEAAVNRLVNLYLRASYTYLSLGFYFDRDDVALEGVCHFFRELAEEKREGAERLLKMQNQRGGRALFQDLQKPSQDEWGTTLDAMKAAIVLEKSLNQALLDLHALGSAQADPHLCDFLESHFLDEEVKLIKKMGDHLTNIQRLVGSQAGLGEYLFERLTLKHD
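Apoferritin-based anesthetic binding model; compound displacement of fluorescent 1-AMA measured as endpoint fluorescence after 10 minutes at room temperature, scaled to free-ligand and complex controls.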
Pol kappa inh = qHTS for Inhibitors of Polymerase Kappa; DNA polymerase kappa (Homo sapiens), Q9UBT6; purified Pol kappa, fluorescent DNA synthesis assay, 10 min; Potency, µM (highest dose often 107 µM), for inactives: at the highest dose activity, negative = inhibition, most hits filed as inhibitors; 0.53% of 400,000 active; AID 588579, 2011; further: potency means the concentration at half of the fitted maximal effect; on the % scale 0 is the no-effect control and ±100 the full control effect
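50 nM final substrate added after 15 min RT preincubation of 10 nM Pol kappa with compound; fluorescence read at 0 and 10 min.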
RXFP1 antag = qHTS Assay for Antagonists of the Relaxin Receptor RXFP1; HEK293-RXFP1, relaxin-stimulated cAMP HTRF, 30 min; stronger effect = lower value; 0.59% of 350,000 active; activity change, negative = inhibition, % at 57.5 µM; AID 1259400, 2018; Relaxin receptor 1 (Homo sapiens), Q9HBX9;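 active means activity change of -60% or lower, but not beyond a set lower limit; inconclusive means change between -60% and -40%, or beyond the set limit; inactive means change above -40%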; further: on the % scale 0 is the no-effect control and ±100 the full control effect
Target sequence (Q9HBX9 whole entry, looked up): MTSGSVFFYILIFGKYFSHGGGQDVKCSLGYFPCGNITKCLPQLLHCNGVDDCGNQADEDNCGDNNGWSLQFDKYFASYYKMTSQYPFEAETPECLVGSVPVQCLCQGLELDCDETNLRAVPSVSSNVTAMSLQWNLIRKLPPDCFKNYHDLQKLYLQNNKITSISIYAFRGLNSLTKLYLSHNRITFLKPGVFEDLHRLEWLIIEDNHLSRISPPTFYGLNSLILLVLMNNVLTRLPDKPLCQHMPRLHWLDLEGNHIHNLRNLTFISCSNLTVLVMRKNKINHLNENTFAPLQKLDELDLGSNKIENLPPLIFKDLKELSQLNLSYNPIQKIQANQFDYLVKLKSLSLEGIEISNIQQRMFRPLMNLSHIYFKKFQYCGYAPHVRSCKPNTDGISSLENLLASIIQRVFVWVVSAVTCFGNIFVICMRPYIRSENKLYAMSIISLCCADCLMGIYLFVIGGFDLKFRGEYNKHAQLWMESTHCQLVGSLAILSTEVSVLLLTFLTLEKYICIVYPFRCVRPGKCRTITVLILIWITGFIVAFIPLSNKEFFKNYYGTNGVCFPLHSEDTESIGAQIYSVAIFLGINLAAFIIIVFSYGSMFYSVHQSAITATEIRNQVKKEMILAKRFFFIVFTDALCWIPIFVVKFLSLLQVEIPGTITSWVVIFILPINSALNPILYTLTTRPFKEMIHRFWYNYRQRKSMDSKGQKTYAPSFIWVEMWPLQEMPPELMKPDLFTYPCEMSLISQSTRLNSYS
Pol beta inh = qHTS Assay for Inhibitors of DNA Polymerase Beta; Potency, µM (top dose mostly 114 µM), inactives show at the top dose activity change, negative = inhibition, most hits filed as inhibitors; AID 485314, 2010; Pol beta primer extension/strand displacement, fluorescence kinetic; P06746; 1.3% of 340,000 active; further: potency means the concentration at half of the fitted maximal effect; on the % scale 0 is the no-effect control and ±100 the full control effect
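Enzyme-only controls used 10 nM Pol beta; buffer lacking enzyme served as negative control. Compound preincubated 15 min, then 50 nM substrate added; 0 and 10 min reads at room temperature.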
Numbers without * were called inactive; [ ] = remark or other dose. Unless noted, the call rests on the fitted dose curve; in most records, active means well fitted curve in the direction sought with a large enough effect; inconclusive means small, poorly fitted or top-dose-only effect, or another doubt; inactive means no such curve, though single readings can be large; an effect the other way counts as inactive or inconclusive. Not all compounds are listed; the hit share may differ from the screen's.

Results for CCCCN(C(=O)Cc1ccc(S(=O)(=O)N2CCOCC2)s1)c1c(N)n(CCCC)c(=O)[nH]c1=O ?
APE1 inh: 14%; Pol iota inh: 19%; POLH inh: -3%; Tb PGK inh: -6%; Pol kappa inh: -1%; RXFP1 antag: -5

Results for COc1cccc(CN(C)Cc2nc(C3CC3)no2)c1 ?
APE1 inh: 2%; Pol iota inh: -15%; POLH inh: -11%; Tb PGK inh: -3%; BLM helicase inh: -2%; Apoferritin bind: -12%; Pol kappa inh: -11%; RXFP1 antag: 7; Pol beta inh: 1%

Results for Cc1c(NC(=S)SCc2ccccc2)c(=O)n(-c2ccccc2)n1C ?
APE1 inh: 1%; Pol iota inh: 1%; POLH inh: -2%; Tb PGK inh: -2%; BLM helicase inh: -5%; Apoferritin bind: -11%; Pol kappa inh: 1%; RXFP1 antag: 7; Pol beta inh: 31%

Results for Cc1ccc(NC(=O)C2OCCc3ccccc32)cc1Cl (stereo not drawn) ?
APE1 inh: 0%; Pol iota inh: -22%; POLH inh: -3%; Tb PGK inh: 0%; BLM helicase inh: -11%; Apoferritin bind: inconclusive; Pol kappa inh: -1%; Pol beta inh: 21%

Results for Cc1ccc2oc(C(=O)N3CCN(c4cccc(C)n4)CC3)c(C)c2c1 ?
APE1 inh: 1%; Pol iota inh: 87%[activator]; POLH inh: -14%; Tb PGK inh: -3%; BLM helicase inh: -5%; Apoferritin bind: -13%; Pol kappa inh: -4%; RXFP1 antag: -11; Pol beta inh: 14%

What do the screens show for `Fc1ccccc1NC(=S)NCCc1ccccc1`?
APE1 inh: 0%; Pol iota inh: -15%; POLH inh: -17%; Tb PGK inh: inactive; BLM helicase inh: -1%; Apoferritin bind: -21%; Pol kappa inh: -8%; RXFP1 antag: -3; Pol beta inh: 29%

How did COc1ccc(-c2cnn3c4c(c(C)nc23)CCN4C(C)C)cc1OC do in these assays?
APE1 inh: 2%; Pol iota inh: 25%; POLH inh: -11%; Tb PGK inh: 10%; BLM helicase inh: -3%; Apoferritin bind: 2%; Pol kappa inh: -2%; RXFP1 antag: -8; Pol beta inh: -15%

What do the screens show for `Cc1noc(C)c1NC(=O)N(C)C[C@H]1Oc2ccc(NS(=O)(=O)c3c(C)noc3C)cc2C(=O)N([C@H](C)CO)C[C@@H]1C`?
APE1 inh: -11%; Pol iota inh: -23%; POLH inh: -6%; Tb PGK inh: 0%; Pol kappa inh: -15%

What do the screens show for `Cc1sc2nc(C(C)Sc3n[nH]c(N)n3)[nH]c(=O)c2c1C` (stereo not drawn)?
APE1 inh: -6%; BLM helicase inh: -1%; Apoferritin bind: -5%; Pol beta inh: -25%

What do the screens show for `CCn1c(SCC(=O)NC2CCCC2)nnc1-c1cccnc1`?
APE1 inh: 4%; Pol iota inh: 9%; POLH inh: -7%; Tb PGK inh: -3%; BLM helicase inh: -4%; Apoferritin bind: -4%; Pol kappa inh: -6%; RXFP1 antag: 21; Pol beta inh: 18%

What do the screens show for `CCn1c(SCC(=O)N2CCC(C(N)=O)(N3CCCCC3)CC2)nnc1-c1ccccc1`?
APE1 inh: 4%; Pol iota inh: -10%; POLH inh: -3%; Tb PGK inh: 0%; BLM helicase inh: 3%; Apoferritin bind: 12%; Pol kappa inh: -6%; RXFP1 antag: -18; Pol beta inh: -17%

What do the screens show for `O=C1CC(Nc2ccc(N3CCOCC3)cc2)C(=O)N1C1CCCCC1` (stereo not drawn)?
APE1 inh: 4%; Pol iota inh: 6%; POLH inh: -1%; Tb PGK inh: 3%; BLM helicase inh: -12%; Apoferritin bind: 5%; Pol kappa inh: -1%; RXFP1 antag: -14; Pol beta inh: 16%

Results for COc1ccc(CC(=O)NCc2nnc(SCc3ccc([N+](=O)[O-])cc3)n2C)cc1 ?
APE1 inh: -5%; Pol iota inh: 26%; POLH inh: -9%; Tb PGK inh: 1%; BLM helicase inh: 3%; Apoferritin bind: -10%; Pol kappa inh: 0%; RXFP1 antag: -22; Pol beta inh: 2%

How did COc1ccc(C(=O)C2CCCN(Cc3ccc4nonc4c3)C2)cc1F (stereo not drawn) do in these assays?
APE1 inh: -2%; Pol iota inh: inconclusive; POLH inh: -13%; Tb PGK inh: 2%; BLM helicase inh: -8%; Apoferritin bind: inconclusive; Pol kappa inh: -15%; RXFP1 antag: 2; Pol beta inh: -7%

What do the screens show for `O=C(NCCc1ccccc1)C1CCC(CNc2c(N3CCCCC3)c(=O)c2=O)CC1` (stereo not drawn)?
APE1 inh: 1%; Pol iota inh: 3%; POLH inh: -22%; Tb PGK inh: -9%; BLM helicase inh: 0%; Apoferritin bind: -7%; Pol kappa inh: 9%; Pol beta inh: -1%

How did O=C(C(=O)c1ccc(O)c(O)c1)c1ccc(O)c(O)c1 do in these assays?
Pol iota inh: -1%; POLH inh: inconclusive; Tb PGK inh: 0%; Pol kappa inh: -5%; RXFP1 antag: -5

Results for Cc1ccc(NC(=O)CN(C)C(=O)C(Sc2ccccc2)c2ccccc2)cc1 (stereo not drawn) ?
APE1 inh: 3%; Pol iota inh: 18%; POLH inh: -21%; Tb PGK inh: inactive; Pol kappa inh: -8%; RXFP1 antag: -8

Results for Cc1ccc([C@@H]2CC=C(C(=O)O)CN2S(=O)(=O)c2ccccc2C)cc1 ?
APE1 inh: 45%[activator]; Pol iota inh: 17%; POLH inh: -7%; Tb PGK inh: inactive; Pol kappa inh: 0%

How did CN(CC(=O)NCc1ccccn1)S(=O)(=O)c1ccc(Br)cc1 do in these assays?
APE1 inh: -7%; Pol iota inh: -2%; POLH inh: -8%; Tb PGK inh: -3%; BLM helicase inh: 2%; Apoferritin bind: -2%; Pol kappa inh: -8%; RXFP1 antag: 10; Pol beta inh: 27%

How did CC1CCCC(C)N1C(=O)COC(=O)c1cccnc1Cl (stereo not drawn) do in these assays?
APE1 inh: 21%; Pol iota inh: 38%[activator]; POLH inh: -16%; Tb PGK inh: -5%; Pol kappa inh: 0%; RXFP1 antag: 13

How did CC1CN(C(=O)CCC(=O)NCc2ccc(Cl)cc2)c2ccccc2S1 (stereo not drawn) do in these assays?
APE1 inh: 16%; Pol iota inh: -5%; POLH inh: -15%; Tb PGK inh: 4%; BLM helicase inh: -1%; Apoferritin bind: inconclusive; Pol kappa inh: -22%; RXFP1 antag: 1; Pol beta inh: 1%

How did Cc1ccccc1NC(=O)c1ccccc1NS(=O)(=O)c1cccc2cccnc12 do in these assays?
APE1 inh: 0%; Pol iota inh: 19%; POLH inh: -17%; Tb PGK inh: 0%; BLM helicase inh: -12%; Apoferritin bind: -11%; Pol kappa inh: -1%; RXFP1 antag: -9; Pol beta inh: -13%

How did CN1CCN(c2nc(NCCOC34CC5CC(CC(C5)C3)C4)nc(OCC(F)(F)F)n2)CC1 do in these assays?
APE1 inh: 2%; Pol iota inh: 95%[activator]; POLH inh: -3%; Tb PGK inh: 8%; BLM helicase inh: 2%; Apoferritin bind: 4%; Pol kappa inh: -10%; RXFP1 antag: 0; Pol beta inh: 12%

How did COc1ccc(Cn2c(C3CC3)nc3ccc(NC(=O)C4CC4)cc3c2=O)cc1 do in these assays?
APE1 inh: -3%; Pol iota inh: 29%; POLH inh: -1%; Tb PGK inh: -5%; BLM helicase inh: -22%; Apoferritin bind: -18%; Pol kappa inh: -7%; RXFP1 antag: -4; Pol beta inh: inconclusive

Grouped by structure, the compounds so far with an NH in an aromatic ring (2)
Results for CCCCN(C(=O)Cc1ccc(S(=O)(=O)N2CCOCC2)s1)c1c(N)n(CCCC)c(=O)[nH]c1=O ?
APE1 inh: 14%; Pol iota inh: 19%; POLH inh: -3%; Tb PGK inh: -6%; Pol kappa inh: -1%; RXFP1 antag: -5

What do the screens show for `Cc1sc2nc(C(C)Sc3n[nH]c(N)n3)[nH]c(=O)c2c1C` (stereo not drawn)?
APE1 inh: -6%; BLM helicase inh: -1%; Apoferritin bind: -5%; Pol beta inh: -25%

Going on with the list:
What do the screens show for `NS(=O)(=O)c1cccc(NC(=O)COC(=O)C2(c3cccc(F)c3)CCCC2)c1`?
APE1 inh: 2%; Pol iota inh: 2%; POLH inh: -13%; Tb PGK inh: -6%; BLM helicase inh: -5%; Apoferritin bind: -14%; Pol kappa inh: -11%; RXFP1 antag: 17; Pol beta inh: -21%

How did CCc1nn(CC(=O)N(C)C2CCCCC2)c(=O)c2cc3cc(C)ccc3n12 do in these assays?
APE1 inh: -18%; Pol iota inh: 21%; POLH inh: -2%; Tb PGK inh: inactive; BLM helicase inh: 0%; Apoferritin bind: -6%; Pol kappa inh: 8%; RXFP1 antag: -24; Pol beta inh: -4%

How did COc1cccc(N2CCN(C3C(=O)c4ccccc4N3C(C)=O)CC2)c1 (stereo not drawn) do in these assays?
Pol iota inh: 26%; POLH inh: -4%; Tb PGK inh: inactive; BLM helicase inh: -4%; Apoferritin bind: -11%; Pol kappa inh: -8%; RXFP1 antag: -19; Pol beta inh: 1%

What do the screens show for `CCc1ccc(N2CC(C(=O)N3CCCC3)CC2=O)cc1` (stereo not drawn)?
APE1 inh: 0%; Pol iota inh: 25%; POLH inh: 7%; Tb PGK inh: -6%; BLM helicase inh: -4%; Apoferritin bind: 2%; Pol kappa inh: -22%; RXFP1 antag: 4; Pol beta inh: 16%

What do the screens show for `NC1=NC(=O)C2(COC(c3cccnc3)OC2)S1` (stereo not drawn)?
APE1 inh: 2%; Pol iota inh: 70%[activator]; POLH inh: 12%; Tb PGK inh: 2%; BLM helicase inh: 0%; Apoferritin bind: -1%; Pol kappa inh: -16%; RXFP1 antag: 9; Pol beta inh: 37%
